High-throughput results as filed in PubChem BioAssay.
MsrA inhibitor – inhibits bovine methionine sulfoxide reductase A | purified bovine MsrA, absorbance read-out | inhibition, % at 15.5 µM | hit rate 0.75% among 360,000 | AID 651718; in the data active = inhibition above about 4.5%;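 note: 0% = vehicle wells with enzyme and 100% = reference inhibitor wells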
NadD inh – NadD (S. aureus) enzyme inhibition. purified NadD enzyme, colorimetric absorbance read-out. inhibition, % at 20 µM. hit rate 0.78% among 360,000; in the data active = inhibition above about 26%; note: some compounds past the cut are filed as inactive
STEP inh – STEP (human) phosphatase inhibition | recombinant STEP, OMFP fluorogenic substrate, fluorescence | inhibition, % at 20 µM | hit rate 0.25% among 360,000 | AID 588621;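 active = inhibition at 20 µM, scaled per plate between control wells, above about 37%, limit read from the data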;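 note: 0% = DMSO with enzyme and substrate and 100% = substrate only without enzyme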
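material = STEP tyrosine phosphatase | reagent = fluorogenic phosphatase substrate OMFP at 25 µM final | doses = single compound dose of 20 µM, 1% DMSO final | schedule = 20 min reaction, room temperature, in the dark | measured by = fluorescence, 480/540 nm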
DNMT1 block – DNMT1 (human) enzyme inhibition; DNMT1 molecular beacon, Hinp1I cleavage, fluorescence; inhibition (reported as % activation of signal), % at 10 µM; hit rate 0.83% among 360,000; AID 588458; in the data active = inhibition above about 50%
Target sequence (P26358 504-1616 limits assumed): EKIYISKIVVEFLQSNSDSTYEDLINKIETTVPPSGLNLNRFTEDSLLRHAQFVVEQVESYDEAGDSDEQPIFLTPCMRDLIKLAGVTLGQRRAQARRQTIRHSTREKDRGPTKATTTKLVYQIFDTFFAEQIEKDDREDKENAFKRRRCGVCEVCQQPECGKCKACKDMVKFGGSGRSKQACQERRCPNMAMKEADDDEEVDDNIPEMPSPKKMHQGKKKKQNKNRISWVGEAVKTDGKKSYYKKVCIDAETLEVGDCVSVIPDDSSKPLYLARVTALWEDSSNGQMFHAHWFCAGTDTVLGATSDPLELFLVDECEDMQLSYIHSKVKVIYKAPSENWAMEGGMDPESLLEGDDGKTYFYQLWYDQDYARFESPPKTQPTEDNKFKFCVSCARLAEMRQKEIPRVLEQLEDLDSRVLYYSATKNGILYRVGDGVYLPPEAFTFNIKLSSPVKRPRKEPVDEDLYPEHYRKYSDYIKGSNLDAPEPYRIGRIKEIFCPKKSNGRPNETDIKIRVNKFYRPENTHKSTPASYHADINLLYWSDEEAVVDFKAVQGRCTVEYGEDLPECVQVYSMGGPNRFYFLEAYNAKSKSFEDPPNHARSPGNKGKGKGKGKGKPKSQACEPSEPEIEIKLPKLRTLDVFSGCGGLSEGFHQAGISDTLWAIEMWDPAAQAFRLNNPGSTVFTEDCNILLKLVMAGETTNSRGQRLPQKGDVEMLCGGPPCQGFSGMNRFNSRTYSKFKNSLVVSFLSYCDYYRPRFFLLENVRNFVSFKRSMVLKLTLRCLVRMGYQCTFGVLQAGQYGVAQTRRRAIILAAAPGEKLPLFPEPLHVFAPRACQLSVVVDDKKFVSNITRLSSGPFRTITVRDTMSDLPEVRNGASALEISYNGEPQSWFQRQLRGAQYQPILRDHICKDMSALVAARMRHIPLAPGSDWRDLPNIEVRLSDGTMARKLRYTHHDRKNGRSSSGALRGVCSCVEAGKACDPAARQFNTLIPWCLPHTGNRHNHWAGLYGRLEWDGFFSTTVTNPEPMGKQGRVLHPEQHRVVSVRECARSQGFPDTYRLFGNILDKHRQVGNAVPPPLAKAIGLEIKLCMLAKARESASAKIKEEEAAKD
SUMO1-SIM PPI – modulators of human SUMO1-mediated protein-protein interactions; P63165; SUMO1 binding to a labelled peptide, TR-FRET, 1 h; inhibition, % at 20 µM; hit rate 0.33% among 360,000; in the data active = inhibition above about 37%
CSN deneddyl inh – CSN deneddylation inhibition; Q92905; Purified CSN, SCF-Nedd8-OG deneddylation, fluorescence polarization; inhibition, % at 12.5 µM; hit rate 0.38% among 360,000;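 active = pattern-corrected inhibition above about 35%, with an unprinted fluorescence ratio check between 0.5 and 1.5, limit read from the data, passing the limit was not always enough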;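 note: 0% = enzyme with substrate and 100% = substrate without enzyme; some results filed as inactive read as strong as hits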
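Test system: Human Csn5 produced in HEK293T cells | Compound: 12.5 µM single point | Times: 90 min, room temperature | Signal: Fluorescence polarization readout | Read-out basis: % inhibition of substrate cleavage by Csn5 | Controls: no-enzyme wells high, enzyme-with-substrate wells low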
LMPTP inh – blocks human LMPTP phosphatase | P24666 | recombinant LMPTP-A, OMFP fluorogenic substrate, fluorescence intensity | inhibition, % at 20 µM | hit rate 0.22% among 360,000 | AID 651560;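 active = compounds that cut the enzyme signal by at least half of the control window in the single-dose screen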;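 note: plate controls were DMSO wells with enzyme plus substrate for no effect and substrate without enzyme for full effect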
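Assay system: LMPTP-A, protein tyrosine phosphatase of low molecular weight / Medium: pH 6.0 Bis-Tris buffer with DTT and Triton X-100 / Schedule: 50 min enzyme reaction at room temperature, protected from light / Measured by: endpoint fluorescence intensity from OMFP dephosphorylation / Read-out basis: % inhibition relative to no-enzyme and uninhibited control wells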
Tb MetRS inh – Trypanosoma brucei MetRS inhibition; hit rate 0.4% among 360,000; purified T. brucei MetRS, ATP depletion, Kinase-Glo luminescence; inhibition, % at 11.9 µM;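 active = inhibition above a per-plate cutoff of the control wells' mean inhibition plus 3 SD, cut at about 5.5% in these data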;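 note: 0% = DMSO wells median and 100% = median of wells with control inhibitor compound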
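Material – parasite MetRS enzyme · Medium – HEPES-MgCl2-KCl buffer plus DTT, spermine, BSA, pyrophosphatase · Reagent – ATP, methionine and E. coli bulk tRNA substrates · Times – 15 min enzyme-compound preincubation, 2 h reaction, 10 min detection, 25 °C · Measured by – luminescence of leftover ATP · Evaluation – percent inhibition relative to median high and low control wells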
Rpn11 block – inhibitors of human proteasome Rpn11. calls only at 20 µM. human 26S proteasome, Ub4-pepOG fluorescence polarization; 20S core pre-blocked with epoxomicin. hit rate 0.59% among 360,000. O00487;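 active = inhibition at 20 µM, scaled to each plate's controls, above about 33%, limit read from the data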
Scp-1 inhibitor – Scp-1 (human) phosphatase inhibition; inhibition, % at 20 µM; Recombinant Scp1, phosphopeptide, malachite green phosphate absorbance; Q9GZU7; AID 493091; hit rate 0.88% among 340,000;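 active = inhibition above about 50% at 20 µM, limit read from the data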;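 note: plate controls were DMSO wells with enzyme for no effect and wells lacking enzyme for full effect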
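Test system: SCP-1 catalytic domain; Buffer or medium: Acidic Tris acetate buffer with magnesium and detergent; Also added: Phosphorylated 17-residue peptide substrate; Compound: single 20 µM dose, 1% DMSO; Schedule: enzyme reaction 45 min at room temperature, colour 5 min, stabilisation 30 min; Signal: Phosphate-binding colour reagent, absorbance read at 630 nm.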
Starred values were filed as active, the others as inactive; i = inactive; . = not tested or not shown; + = active, no number.

MsrA inhibitor	NadD inh	STEP inh	DNMT1 block	SUMO1-SIM PPI	CSN deneddyl inh	LMPTP inh	Tb MetRS inh	Rpn11 block	Scp-1 inhibitor	mol
-0.5	1	-3	0	-6	0	-0.1	-0.1	i	-10	O=C(NCC(c1ccco1)N1CCCC1)c1sc2cc(F)ccc2c1Cl (centres undefined)
2.9	3	0	5	0	-3	0.0	0.8	i	-4	Cc1cc(N/N=C/c2ccc(O)cc2O)c2ccccc2n1
-0.5	3	2	-6	0	-4	-0.6	0.4	i	-6	Cc1cc(Cl)ccc1OCC(=O)NCCCN1CCOCC1
-0.5	2	-2	4	4	2	-0.6	0.1	i	-4	CC(=O)N1CCN(C(=O)c2ccc(Oc3ccccc3)cc2)CC1
0.1	0	-1	51*	-20	-4	1.8	0.1	i	-3	Cc1ccc(NC(=O)COC(=O)Cn2c(C)csc2=O)c([N+](=O)[O-])c1
0.6	1	-2	0	0	1	-2.0	-0.2	i	2	CCCCN1C(=O)NC(NS(=O)(=O)c2ccc(N)cc2)(C(F)(F)F)C1=O (centres undefined)
-0.2	4	-4	11	-2	-3	-1.5	-1.5	i	-6	CC1CCN(S(=O)(=O)c2cccc(C(=O)Oc3ccc([N+](=O)[O-])cc3)c2)CC1
0.0	1	-2	69*	4	-4	-0.2	0.0	i	1	O=C(Nc1ccccc1F)c1ccc(Br)o1
-0.5	11	-2	-16	-11	-2	5.6	-0.7	i	-6	Cc1cc2ccccc2n1CCNC(=O)c1cccs1
2.6	4	-1	-10	-21	1	-1.9	-0.2	i	5	Cc1ccccc1-c1nc2ccccc2c(=O)n1/N=C/c1ccccc1[N+](=O)[O-]
1.2	-4	-6	1	4	4	-0.5	-0.2	i	-2	CCN(C(=O)CCc1ccccc1)C1CCCCC1
.	5	2	-11	-15	-10	1.8	-0.1	i	-12	COCCN1C=C2C(=O)C(C)(OC(=O)CCC(=O)OC)C(=O)C=C2C=C1C1CC1 (centres undefined)
0.7	0	-4	2	-3	2	-2.0	-0.5	i	-1	COC(=O)c1ccc(CNC(=O)C(NC(=O)c2ccco2)C(C)C)cc1 (centres undefined)
0.1	-1	1	-2	-10	-6	0.5	-0.6	i	-3	COC(=O)c1c(C)[nH]c(O)c1C=Nc1ccc(C#N)cc1
-1.3	-1	6	29	-3	-1	-1.4	-0.4	i	5	CCCc1nnc(SCC(=O)N2CCOCC2)n1Cc1ccco1
1.7	2	2	6	-2	1	2.2	-1.4	i	2	C=CCn1c(SCC(=O)Nc2ccc3c(c2)OCO3)nnc1-c1ccccc1OC
0.0	-2	0	-1	3	-2	-0.3	0.6	i	1	CC1CCN(C(=O)C2CCN(S(=O)(=O)c3ccc4c(c3)CC(C)N4C(=O)C3CC3)CC2)CC1 (centres undefined)
-1.0	6	-1	-1	-1	0	-0.4	-0.8	i	-4	COc1ccc(CCc2nnc(CCC(=O)NCc3cnn(-c4ccccc4C)c3)o2)cc1
0.7	-9	-2	-1	7	3	-0.9	-0.5	i	-8	Cc1occc1C(=O)NNC(=O)CN1C(=O)NC2(CCCCC2)C1=O
2.8	-2	1	1	-7	4	0.2	0.1	i	-2	CCN1CCN(C(=O)C(=O)c2cn(CC(=O)N(CC)CC)c3ccccc23)CC1
-1.0	-3	0	0	0	5	-0.9	-1.5	i	-8	Cc1ccc(NC(=O)c2ncn(CCCNCCCN3CCCC3=O)n2)cc1C
0.0	-7	0	-1	3	-3	-0.1	0.3	i	-6	Cc1ccccc1COC(=O)CCCC1=NS(=O)(=O)c2ccccc2N1
0.5	-5	-2	0	0	-4	-1.9	-0.1	i	-5	COc1cccc(CN2CCNC(=O)C2CC(=O)NCC(C)(C)N2CCOCC2)c1OC (centres undefined)
0.5	7	-1	0	-9	18	2.6	0.1	i	.	COc1ccccc1CNC(=O)C(=O)c1cn(CC(=O)N2CCCCC2)c2ccccc12
-1.0	-3	2	0	6	1	-1.5	0.4	i	-3	NC(=O)C1CCN(C(=O)c2ccc(NS(=O)(=O)c3ccc(F)cc3)cc2)CC1
-0.1	-2	10	2	-23	2	0.7	0.0	i	-8	Cc1ccccc1N1C(=O)C(Cl)=C(N2CCCCCC2)C1=O
-0.1	-8	0	6	4	7	-2.7	-0.4	i	3	O=C(CN1C(=O)CC(c2ccco2)Sc2ccccc21)NCC1CCCO1 (centres undefined)
0.0	2	1	-1	0	-3	-0.2	-0.3	i	-2	CCOC(=O)C(C)n1ncn2cccc2c1=O (centres undefined)
0.7	0	2	-3	-1	-3	2.5	-1.3	i	-17	Cc1ccc(C(=O)C2Oc3ccccc3C3CC(c4ccc(C)cc4)=NN23)cc1 (centres undefined)
2.0	-5	1	6	-5	-9	4.2	-0.1	i	-12	CCOC(=O)c1sc(-c2ccc(F)cc2)cc1NC(=O)Nc1ccccc1OC
0.1	0	-1	1	-4	6	0.1	0.9	i	-2	COCCn1cnnc1SCC(=O)Nc1cccc(S(=O)(=O)N2CCCCCC2)c1
-1.4	-5	-4	-3	-7	-2	-1.0	-0.9	i	-2	Cc1ccc(C(=O)C[n+]2ccc(Cc3ccccc3)cc2)cc1
-0.4	12	1	-24	-9	1	0.7	-0.4	i	7	Cc1ccc(-c2noc(CC(=O)c3ccc([N+](=O)[O-])cc3)n2)cc1
-0.9	-2	-1	3	-3	-4	-1.5	-1.3	i	-6	CCOC(=O)NC(CC(=O)O)c1ccc(OC)cc1 (centres undefined)
-0.6	-2	3	3	4	3	-0.2	0.5	i	-10	CCCc1cnc(N2CCN(C(=O)c3ccccc3)CC2)nc1
-0.7	-2	2	0	3	0	3.1	-0.5	i	-5	COc1cccc(CN(C)C(=O)CSc2nc3ccccc3[nH]2)c1OC
1.3	1	5	8	3	-7	1.2	-0.7	i	-7	CCC1CCC(c2nnc(-c3ccc(Br)cc3)o2)CC1 (centres undefined)
1.4	-10	0	2	0	-2	-2.8	-0.7	i	-1	COc1c(Cl)cc(Cl)cc1CNCc1ccccc1
-0.3	-3	-1	2	-27	-1	-1.8	-0.6	i	-2	CC(C)CCN1C(=O)c2ccc(C(=O)NCc3ccccn3)cc2C1=O
1.0	4	-2	2	2	2	0.5	-1.0	i	-6	O=S1(=O)CCN2C(c3ccc4c(c3)CCCC4)=CSC2=N1
1.4	3	0	-8	-5	-2	-0.7	-1.0	i	-5	Cc1[nH]nc2c1C(c1ccc(Cl)cc1)C(C#N)=C(N)O2 (centres undefined)
-0.8	5	-4	-1	-3	4	-1.9	-0.7	i	-3	COCCNS(=O)(=O)c1ccc(-c2ccc(S(=O)(=O)NCCOC)cc2)cc1
-0.9	-4	-1	19	1	0	0.9	-0.2	i	.	CSc1ccc(OC2(C)CCN(Cc3cc4ccccc4o3)C2)cc1 (centres undefined)
-0.7	0	-4	1	-1	2	-1.0	-0.2	i	0	CCOC(=O)c1ccc2c(c1)N(CC(=O)N1CCCC1)C(=O)C(C)(C)O2
0.0	-2	2	3	-6	3	4.3	1.7	i	-8	CC(C)(C)OC(=O)N(CCc1ccccc1)Cc1ccccc1OCc1cccc(NC(=O)C2CCCC2)c1
-1.4	-3	-2	1	4	8	0.9	-0.2	i	.	Cc1cc(NCC(=O)Nc2ccc(C)c(S(=O)(=O)N3CCOCC3)c2)ccc1Br
0.9	7	0	2	-2	1	0.4	-0.6	i	0	Cc1ccc(/C(N)=N/OC(=O)c2cc(-c3ccccc3)nc3ccccc23)cc1
-0.2	-6	-2	7	-1	-2	-1.1	0.0	i	-4	COC(=O)c1cc(Cl)c(N)cc1OC
3.0	3	1	5	0	102	-1.1	1.0	i	-8	CNC(=S)N(Cc1cc2cc(C)cc(C)c2[nH]c1=O)C1CCCC1
-1.1	-2	0	-2	1	0	-2.3	0.1	i	-6	COc1ccc2[nH]c(=O)c(CN(CCO)S(=O)(=O)c3ccc(C)cc3)cc2c1
0.4	3	1	-7	7	0	2.0	0.4	i	8	Cc1oc2c(cc(NS(=O)(=O)c3ccc(F)cc3)c3ccccc32)c1C(=O)O
1.4	4	2	-1	-7	1	0.2	0.1	i	-11	COc1cccc(-n2c(SCC(=O)NCC3CCCO3)nc3c([nH]c4ccccc43)c2=O)c1 (centres undefined)
0.4	-11	2	-3	-4	-12	3.7	-0.8	i	-11	O=C(Oc1c(-c2ccccc2)oc2ccccc2c1=O)c1ccccc1
0.2	3	-4	-2	-4	2	-0.8	-1.6	i	-6	O=C(Nc1ccccc1Cl)c1ccccc1Cl
-0.6	4	3	-1	2	5	2.0	1.2	i	-2	Cc1ccc2c(c1)c(=O)c(Br)c(C)n2Cc1ccccc1
0.7	-6	0	-1	6	4	0.9	-0.3	i	-14	COc1ccc2[nH]c3c(=O)n(Cc4ccc(C(=O)N5CCC(C(N)=O)CC5)cc4)c(=S)[nH]c3c2c1

(cont.)
MsrA inhibitor	NadD inh	STEP inh	DNMT1 block	SUMO1-SIM PPI	CSN deneddyl inh	LMPTP inh	Tb MetRS inh	Rpn11 block	Scp-1 inhibitor	mol
-0.8	6	1	28	-53	-1	1.5	-0.1	i	2	Cc1c(CCOC(=O)c2ccc(Cl)cc2Cl)sc[n+]1CC(=O)c1ccc(Br)cc1
-0.2	3	-2	-1	0	-3	-1.9	-0.1	i	-5	O=C(NC1CCCCC1)c1ccc(CN2CCOCC2)cc1
-1.1	.	.	.	1	2	-0.3	0.0	.	.	N#Cc1cccc(C(=O)C(=O)N2CCN(C(=O)OCc3ccccc3)CC2)c1
0.3	21	1	2	-4	4	1.3	-0.1	+	-7	Cc1cc(Br)ccc1SCC(=O)OC/C(O)=C(\C#N)c1nc2ccccc2[nH]1
-1.4	-4	0	1	3	-1	-1.1	-0.3	i	-3	CCO[C@@H]1OC(C(=O)NCc2ccccc2)=C[C@H](C(C)(C)C)[C@H]1CCCO
-0.1	3	-6	0	4	1	-0.7	0.0	i	.	Cc1ccc(N2CCN(C(=O)c3[nH]c(C(F)(F)F)nc3-c3ccccc3)CC2)cc1

Gathered by group, those above with a tert-butyl group.
MsrA inhibitor	NadD inh	STEP inh	DNMT1 block	SUMO1-SIM PPI	CSN deneddyl inh	LMPTP inh	Tb MetRS inh	Rpn11 block	Scp-1 inhibitor	mol
0.0	-2	2	3	-6	3	4.3	1.7	i	-8	CC(C)(C)OC(=O)N(CCc1ccccc1)Cc1ccccc1OCc1cccc(NC(=O)C2CCCC2)c1
-1.4	-4	0	1	3	-1	-1.1	-0.3	i	-3	CCO[C@@H]1OC(C(=O)NCc2ccccc2)=C[C@H](C(C)(C)C)[C@H]1CCCO
